# From PubChem BioAssay
# IL1B secr inh – qHTS for Inhibitors of Inflammasome Signaling: IL-1-beta AlphaLISA Primary Screen; THP-1 LPS/ATP IL-1B secretion, AlphaLISA, 16 h; stronger effect = lower value; activity change, % at 57.5 µM; 360,000 tested, 4.7% active; AID 743279, 2014; in the data active = activity change below about -50%; inconclusive = mostly about -30% to -49%; also: % is scaled to controls: 0 for no effect and ±100 for the full control effect
#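 THP-1 cells pretreated 1 hr with compounds (up to 57.5 uM final), then stimulated with LPS (250 ng/mL final) plus ATP (1.25 mM final); secreted IL-1B measured by AlphaLISA after 16 hr, decreased signal indicating inhibition.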
# HT1080-NT tox – qHTS for induction of synthetic lethality in tumor cells producing 2HG: qHTS for the HT-1080-NT fibrosarcoma cell line; Potency, µM (series often up to 46.1 µM), for inactives: at the top dose activity, negative = less viability, most hits filed as cytotoxic; HT-1080-NT fibrosarcoma viability, CellTiter-Glo ATP luminescence, 48 h; AID 686970, 2013; 360,000 tested, 1.6% active;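 also: NT is the 2HG producing partner of a matched IDH1 knockdown line; potency is read from the fitted curve at half-maximal effect; 0% = DMSO-treated cells and -100% = media-only wells without cells; nearly all actives have a fitted effect of over 55% in size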
#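 Read-out is CellTiter-Glo luminescence after 10 minutes at room temperature, following 48 hours' compound treatment of HT-1080-NT cells (750 cells/well, RPMI, 5% FBS, 37 degrees C).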
# S2 tox – Viability Counterscreen for Primary qHTS for Inhibitors of ATXN expression. S2 cells (HEK-293 line with an ATXN2-luciferase reporter) viability, CellTiter-Fluor protease fluorescence, 24 h. Potency, µM (titrated, usually from 56.7 µM), usual class: cytotoxic. 400,000 tested, 0.49% active. AID 651635, 2014; also: potency is read from the fitted curve at half-maximal effect; nearly all actives have a fitted effect of over 40% in size
# ATXN2 expr inh – Primary qHTS for Inhibitors of ATXN expression; AID 1745845, 2022; HEK-293 ATXN2-luciferase reporter, luminescence, 24 h; Potency, µM (series often up to 57 µM), inactives show at the highest dose activity change, negative = inhibition, actives largely listed as inhibitors; 360,000 tested, 0.72% active; also: potency is read from the fitted curve at half-maximal effect; % is scaled to controls: 0 for no effect and ±100 for the full control effect; nearly all actives have a fitted effect of over 55% in size
#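 ATXN2-luciferase reporter cells (luciferase flanked by upstream and downstream ATXN2 gene portions) were treated 24 h at 37 °C with compounds at up to 57 uM. SteadyGlo luminescence gave expression; GF-AFC fluorescence gave viability.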
# SW480 rereplic – A quantitative high throughput screen for small molecules that induce DNA re-replication in SW480 colon adenocarcinoma cells | 340,000 tested, 1.8% active | SW480 DNA re-replication, Hoechst DNA content imaging, 48 h | Potency, µM (titrated, usually from 46.1 µM), without a hit: at the highest dose re-replication activation, most hits filed as activators | AID 624297, 2012; also: potency is read from the fitted curve at half-maximal effect; % of control where 0% means no effect; nearly all actives have a fitted effect of over 55% in size
#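 DNA re-replication was detected as more nuclei of elevated Hoechst intensity after 48 hr exposure to compound (23 nL pinned per well of 250 cells).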
# KB-V1 MDR tox – qHTS assay for MDR1-selective chemotherapeutics: Primary screen using the drug-selected MDR subline cells KB-V1 | 400,000 tested, 3.4% active | KB-V1 MDR cells viability, CellTiter-Glo, 72 h | AID 1347076, 2019 | Potency, µM (series often up to 46.1 µM), without a hit: top-dose activity change, negative = cytotoxicity, actives largely listed as cytotoxic; also: potency is read from the fitted curve at half-maximal effect; % is scaled to controls: 0 for no effect and ±100 for the full control effect; nearly all actives have a fitted effect of over 60% in size
#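 KB-V1 MDR subline cells in DMEM (phenol-red free, 10% FBS) exposed to compounds in qHTS concentration series for 72 h at 37 degrees C. Viability read by CellTiter-Glo luminescence; concentration-effect curves fitted after normalization and correction.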
# MCF10A rerep – A quantitative high throughput screen for small molecules that induce DNA re-replication in MCF 10a normal breast cells. MCF 10A DNA re-replication, Hoechst nuclear intensity, 48 h. Potency, µM (series often up to 46.1 µM), for inactives: at the highest dose activity, positive = re-replication, usual class: activators. 350,000 tested, 2.9% active. AID 624296, 2012; also: potency is read from the fitted curve at half-maximal effect; % of control where 0% means no effect; nearly all actives have a fitted effect of over 50% in size
# HT1080 IDH1KD tx – qHTS for induction of synthetic lethality in tumor cells producing 2HG: qHTS for the HT-1080-IDH1KD cell line; HT-1080 IDH1 knockdown viability, ATP luminescence, 48 h; Potency, µM (titrated, usually from 46.1 µM), for inactives: at the highest dose activity, negative = toxicity, actives largely listed as cytotoxic; 360,000 tested, 2% active; AID 686971, 2013;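 also: potency is read from the fitted curve at half-maximal effect; 0% = DMSO wells and -100% = cell-free medium wells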
#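 HT-1080-IDH1KD cells (IDH1 knocked down), 750/well in RPMI with 5% FBS, treated with compound 48 h at 37 degrees C. Viability by CellTiter-Glo luminescence, normalised to DMSO and no-cell wells; concentration-response curves classed.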
# KB-3-1 cytotox – qHTS assay for MDR1-selective chemotherapeutics: Primary screen using the parental adenocarcinoma cell KB-3-1. KB-3-1 viability, CellTiter-Glo ATP luminescence, 72 h. Potency, µM (highest dose often 46.1 µM), inactives show at the top dose activity change, negative = cytotoxic, hits mostly cytotoxic. 400,000 tested, 1.4% active. AID 1347075, 2019; also: potency is read from the fitted curve at half-maximal effect; % is scaled to controls: 0 for no effect and ±100 for the full control effect; nearly all actives have a fitted effect of over 60% in size
#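 KB-3-1 parental drug-naive adenocarcinoma cells in DMEM/10% FBS, incubated 72 h at 37 C with pin-transferred compounds across a concentration series. Viability by CellTiter-Glo luminescence; concentration-response curves fitted after normalization.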
# An asterisk follows results filed as active; i = inactive; ? = inconclusive; . = not tested or not shown; & = joins results of further samples; [ ] = dose if it differs, or a comment. Unless noted, calls follow the shape of the dose curve; as a rule, active = well fitted curve in the direction sought with a large enough effect; inconclusive = small, poorly fitted or top-dose-only effect, or another doubt; inactive = no such curve, though single readings can be large; an effect the other way counts as inactive or inconclusive. This is a random part of the collection, and some 11% of all compounds hit somewhere here.
SMILES,IL1B secr inh,HT1080-NT tox,S2 tox,ATXN2 expr inh,SW480 rereplic,KB-V1 MDR tox,MCF10A rerep,HT1080 IDH1KD tx,KB-3-1 cytotox
CCC(N1CCOC1=O)S(=O)(=O)c1ccc(C)cc1 (stereo not drawn),-11,10%,?,-2%,-1%[9.22 µM],17%,1%,9%,-2%
O=[N+]([O-])c1ccccc1NC1CCN(Cc2ccccc2)CC1,?,-3%,i,4%,-141%[inhibitor],-22%,10%,-19%,4%
CCCCNCc1cc(OCC)c(OCC(N)=O)cc1Br,33,6%,i,9%,0%,-25%,0%,3%,1%
COc1ccc(NC(=O)/C(C#N)=C\C=C\c2ccco2)cc1,-22,?,?,?,.,10µM*,12µM*,21µM*,7.3µM*
C[C@H](CO)N1C[C@H](C)[C@@H](CN(C)S(=O)(=O)c2ccccc2)OCc2cn(nn2)CCCC1=O,-10,-13%,i,-14%,.,19%,.,1%,-6%
COCCNC(=O)C1CCCN(C(=O)c2ccnc(Cl)c2)CC1 (stereo not drawn),-62*,?,i,11%,.,4%,.,?,0%
O=C(COC(=O)CNS(=O)(=O)c1ccc2ccccc2c1)Nc1ccc2c(c1)OCO2,-9,9%,i,0%,-13%,-12%,4%,4%,16%
COc1ccc(-n2c(SCC(=O)N3CCCC(C)C3)nnc2-c2cccnc2)cc1 (stereo not drawn),-19,-4%,i,-2%,0%,3%,2%,17%,-12%
COc1ccc(N(C=O)C(C(=O)Nc2c(C)cccc2C)c2ccccc2)cc1 (stereo not drawn),-26,-5%,i,.,5%,-24%,0%,2%,3%
CCCc1c(C)c2ccc(O)c(CN3CCN(c4ccc(F)cc4)CC3)c2oc1=O,.,.,i,-1%,.,-13%,.,.,-6%
COc1ccc(Cl)cc1NC(=O)C(C)n1c(=O)cc(C(F)(F)F)c2c(C)nn(C)c21 (stereo not drawn),.,.,i,4%,.,-6%,.,.,1%
CCOc1ccc(-c2nonc2NC(=O)COc2c(C)cc(C)cc2C)cc1OCC,.,.,i,?,.,-27%,.,.,0%
COc1ccc(C(=O)C=Cc2ccc3c(c2)OCO3)cc1OC,-23,-15%,?,.,.,?,.,-14%,?
CC(=O)c1nnn(-c2ccc(F)cc2F)c1C,-5,6%,i,1%,-4%,?,0%,0%,15%
Cc1cccc(NC(=O)COc2coc(CN3CCN(c4ccccc4)CC3)cc2=O)c1C,-4,-11%,i,-22%,-3%,-24%,1%,-4%,-19%
COc1ccc(/C=N/Nc2nc(-c3ccc(C)cc3)c(C#N)c(=O)[nH]2)cc1,-13,2%,i,-19%,?,21%,?,-2%,16%
O=C(COC(=O)c1ccccc1Nc1ccccc1)Nc1ccccc1,-2,-27%,i,-4%,16%,6%,?,?,21%
CCc1noc(C)c1C(=O)N(C)CC(=O)Nc1ccc(F)c(F)c1F,15,17%,i,-3%,-6%,26%,1%,16%,23%
COc1cc(OC)cc(C(=O)N[C@H](C(=O)Nc2nc3ccccc3[nH]2)C(C)C)c1,0,1.2µM*,i,-28%,0.16µM*,15µM*,?,1.3µM*,1.6µM*
CC(=O)c1cc(C#N)c(SCc2ccc(F)cc2)nc1C,3,3%,i,-12%,-10%,0%,10%,1%,-4%
O=C(NCc1cccnc1)c1cc(C2CCCCN2C(=O)OCCF)on1 (stereo not drawn),0,?,i,5%,.,-3%,.,19%,0%
CCCCn1c(N)c(N(CCC)C(=O)C2CCCC2)c(=O)[nH]c1=O,4,5%,i,4%,-44%[inhibitor],12%,0%,7%,13%
COc1ccccc1C(=O)C1CCCN(C(=O)Nc2ccccc2F)C1 (stereo not drawn),24,14%,i,38%,?,-12%,?,3%,-12%
Cc1cc(C(=O)Nc2ccc3c(c2)OCCO3)c(C)o1,-8,-7%,i,24%,1%,-21%,-16%,-7%,7%
COc1ccc(C(=O)NCCSCc2ccco2)cc1OC,-5,-1%,i,11%,-12%,-6%,0%,-4%,1%
Cc1ccc(NC(=O)c2cccc(N3CCCS3(=O)=O)c2)cc1C,.,.,i,43%[activator],.,-20%,.,.,-10%
Cc1cc(C(=O)OCC(=O)N2CC(=O)Nc3ccccc32)c(C)n1-c1ccccc1,0,10%,i,-10%,-69%[inhibitor],16µM*,7%,7%,-7%
CCN(CC)CCC(=O)Nc1cccc2c1C(=O)c1ccccc1C2=O,.,18µM*,i,?,?,18µM*,-20%,15µM*,?
O=C(CSc1ccccc1)N1CCCC(Nc2ccccc2)C1 (stereo not drawn),8,9%,i,6%,?,16%,?,4%,25%
COc1cc(CNC[C@H]2O[C@@H](n3cc(C)c(=O)[nH]c3=O)C[C@@H]2O)ccc1OCc1cccc(Cl)c1,-25,-14%,?,-4%,.,?,.,-6%,4%
Cc1nc2nc(CSc3ccc(Cl)cc3)cc(=O)n2[nH]1,16,3%,i,-5%,-7%,14%,4%,6%,13%
CNC(=O)c1ccsc1NC(=O)c1ccc2c(c1)CCCC2,-55*,-18%,?,-4%,26%,?,?,-9%,-17%
CC[C@]12c3[nH]c4ccc(Cl)cc4c3CCN1C(=O)[C@@H](CC(=O)NCc1cccc(C(F)(F)F)c1)C[C@@H]2C(=O)N1CCN(C(=O)c2ccco2)CC1,-13,?,28µM*,?,0%,0%,?,?,0%
O=C(NCc1cccc(CNC(=O)C(=O)NCC2CCCO2)c1)C(=O)NCC1CCCO1 (stereo not drawn),-2,4%,i,-19%,-4%,9%,1%,11%,-3%
COc1cccc(CSc2nnc(-c3ccc(F)cc3)o2)c1,-13,13%,i,17%,-5%,3%,3%,17%,5%
C=CCOC(=O)C(C#N)c1nc2ccccc2nc1N1CCC(C(=O)OCC)CC1 (stereo not drawn),-17,-9%,i,-1%,7%,17%,8%,2%,13%
CN(C)CCCN(Cc1ccccc1)C(=S)Nc1ccc(SC(F)F)cc1,?,-20%,?,-25%,12%,-5%,24%,-16%,-20%
CCc1cc(C(=O)N2CCN(c3ncc(C(F)(F)F)cc3Cl)CC2)sc1C,-20,-21%,i,-30%,?,-14%,?,?,-6%
Cc1oc2ccc(NS(=O)(=O)c3ccc(F)cc3)cc2c1C(=O)O,-12,5%,i,1%&-16%,-13%,-13%&-1%,-8%,12%,-2%&4%
O=C(O)CSc1cc(NS(=O)(=O)c2ccc(Br)cc2)c2ccccc2c1O,-51*,21µM*,i,.,?,?,?,16µM*,0%
COC(=O)C1C(=O)c2c([nH]c(C(=O)OC3CCCCCC3)c2C)CC1C (stereo not drawn),-28,3%,i,20%,-3%,-3%,?,12%,12%
O=C(O)c1ccc([N+](=O)[O-])nc1,-1,8%,i,.,.,1%,.,6%,-3%
Cc1cc(C)n2cc(CSc3nc4cc(Cl)ccc4o3)nc2n1,17,2%,i,-23%,-7%,-22%,1%,2%,10%
CSc1ncccc1C(=O)OCC(=O)NC(C)CCc1ccccc1 (stereo not drawn),17,23%,i,14%,-11%,-5%,?,17%,13%
Cc1cc2oc(=O)cc(CN(C)Cc3ccccc3)c2cc1C,26,-17%,i,47%[activator],.,-13%,.,?,0%
CC(C)(C)n1nnnc1C(c1cccnc1)N1CCN(c2ccccn2)CC1 (stereo not drawn),17,16%,?,-33%,-5%,6%,-8%,-1%,-1%
CCCCN1C2=NC(c3ccccc3)CN2c2ccccc21 (stereo not drawn),-27,-1%,i,-31%,?,-26%,?,-5%,-6%
Cc1c(NC(=O)c2cc3ccccc3o2)c(=O)n(-c2ccccc2)n1C,21,14%,i,4%,-1%,4%,8%,14%,-4%
COc1ccc(C2=NOC(C)(c3nnc(-c4ccc(Cl)cc4)o3)C2)cc1 (stereo not drawn),1,-2%,i,10%,1%,-19%,?,3%,-1%
Cc1ccc(OCc2nnc(SCC(=O)Nc3ccc4c(c3)OCCO4)n2Cc2ccco2)cc1,-17,-14%,i,11%,15%,-20%,?,-19%,-11%
CC(=O)Nc1ccc(C(=O)NCCCSc2ccccc2)cc1,53,0%,i,-13%,-8%,-2%,-28%,0%,-1%
CCc1c(C)[nH]n(-c2ccc(Oc3ccccc3)c(S(=O)(=O)O)c2)c1=O,7,9%,i,5%,-2%,2%,4%,18%,-2%
COc1ccc(NC(=O)C2=CC(c3ccc(C)cc3)=NS(=O)(=O)N2C)cc1OC,1,1%,?,-24%,-4%,-27%,7%,-2%,-23%
O=C(O)CNC(=S)N(Cc1ccccc1Cl)C1CCCC1,10,10%,i,-24%[11.3 µM],-8%,30%,5%,1%,-8%
COc1ccc(-n2c(=O)[nH]cc(C(=O)N3CCc4ccccc43)c2=O)cc1,18,10%,i,0%,-9%,18%,-4%,5%,13%
O=C1c2ccccc2C(c2nnnn2-c2ccc3c(c2)OCCO3)N1CCc1ccccc1F (stereo not drawn),9,-10%,i,15%,.,?,.,0%,-3%
Cc1cc(NS(=O)(=O)c2ccc(NC(=O)CCc3ccccc3)cc2)no1,22,2%,i,?,-4%,14%,18%,8%,0%
